From PubChem
yeast mec2-1: NCI yeast anticancer drug screen, S. cerevisiae mec2-1 strain. growth inhibition, % at 50 µM. 79,000 tested, 9% active;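 further: 0% = growth of vehicle-only cultures of the same strain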
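Vehicle-treated cultures served as reference for growth inhibition of compound-exposed mec2-1 yeast.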
rad50: NCI yeast anticancer drug screen, S. cerevisiae rad50 strain | % growth inhibition at 50 µM | 79,000 tested, 10% active | AID 155;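 further: 0% = growth of vehicle-only cultures of the same strain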
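A DNA repair-deficient yeast mutant serves as the test organism; compound-induced growth inhibition is calculated against vehicle-treated cells.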
yeast mlh1 rad18: NCI yeast anticancer drug screen, S. cerevisiae mlh1 rad18 strain | 79,000 tested, 11% active | % growth inhibition at 50 µM;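 further: 0% = growth of vehicle-only cultures of the same strain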
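Steps: expose repair-defective yeast to compound; measure growth; express inhibition against vehicle-treated controls.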
yeast bub3: NCI yeast anticancer drug screen, S. cerevisiae bub3 mutant strain; 78,000 tested, 9.9% active; % growth inhibition at 50 µM;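 further: 0% = growth of vehicle-only cultures of the same strain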
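In this screen, a yeast mutant lacking normal mitotic checkpoint function is challenged with compound. Relative growth versus vehicle gives the inhibition value.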
yeast sgs1 mgt1: NCI yeast anticancer drug screen, S. cerevisiae sgs1 mgt1 strain; % growth inhibition at 50 µM; 78,000 tested, 10% active;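 further: 0% = growth of vehicle-only cultures of the same strain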
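Test agents were incubated with a DNA-repair-mutant yeast strain. Growth was then read and compared against vehicle-treated controls.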
yeast cln2 rad14: NCI yeast anticancer drug screen, S. cerevisiae cln2 rad14 strain; % growth inhibition at 50 µM; 78,000 tested, 8.3% active; AID 165;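 further: 0% = growth of vehicle-only cultures of the same strain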
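Readout is yeast growth inhibition versus vehicle-treated controls, using a strain with cln2 and rad14 alterations exposed to compound.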
* marks the source's active call; other numbers are inactive results. No stated cut-off is given here; in the data, active means growth inhibition above about 70%; inactive means the rest.

SMILES | yeast mec2-1 | rad50 | yeast mlh1 rad18 | yeast bub3 | yeast sgs1 mgt1 | yeast cln2 rad14
CC(=O)N1Cc2c(N)ncnc2C1C (centres undefined) | -9.4 | -10.9 | -12.2 | -0.2 | -18.8 | -7.2
O=C(Cc1ccccc1)NS(=O)(=O)c1ccccc1 | -5.8 | 5.2 | 4.2 | -4.0 | -12.3 | 9.2
O=C(NCc1ccccc1)NCN1CCOCC1 | -0.8 | 20.7 | -11.3 | 5.7 | 5.2 | 0.5
O=C1C2Cc3ccccc3CN2C(=O)N1CCN1CCOCC1 (centres undefined) | -21.8 | 7.2 | 22.6 | 3.2 | -4.2 | 12.8
CC(CCc1nc2ccccc2[nH]1)c1nc2ccccc2[nH]1 (centres undefined) | 2.0 | -18.6 | 17.4 | 14.8 | -0.8 | 18.1
Cc1ccnc(NS(=O)(=O)c2ccc(N=[N+]=[N-])cc2)n1 | -6.0 | -3.2 | -14.0 | -17.6 | 1.9 | -7.4
CCCCC(CN)c1cccs1 (centres undefined) | -8.9 | -6.6 | -0.5 | -9.7 | -10.2 | -25.7
C/C(=C/CNc1ncnc2c1ncn2CCC#N)CO | -5.2 | -30.1 | -52.0 | 1.8 | -10.4 | -2.5
Cn1cnc([N+](=O)[O-])c1Sc1nnc(C(F)(F)F)n1C | -7.0 | -7.6 | -7.0 | 3.6 | -9.7 | 7.5
O=[N+]([O-])c1ccc(N=C(Cl)C(Cl)(c2ccccc2)c2ccccc2)cc1 | 96.7* | 96.2* | 95.5* | 95.2* | 97.0* | 94.2*
O=C1C(OCc2ccccc2)=C(c2ccccc2)C(=O)N1c1ccccc1 | -13.2 | -1.8 | -9.8 | -11.6 | 2.2 | 24.8
CC1(C)C(=O)/C=C\C(=O)C(C)(C)C(=O)/C=C\C(=O)C(C)(C)C2=CC=C(O2)C(C)(C)C(=O)/C=C\C1=O | 12.2 | 14.9 | 14.4 | 7.9 | -2.4 | 20.9
Cn1c(CBr)nc2c1C(=O)c1nc[nH]c(=O)c1C2=O | 0.6 | 32.0 | 31.6 | 3.4 | 37.6 | 11.8
CCCCCCCCC(C)c1cccc(C(C)CCCCCCCC)c1O (centres undefined) | 14.6 | 33.0 | 2.6 | 14.8 | 10.5 | 22.2
CCCCCCCCCCCC(=O)NC(=S)Nc1cccc(O)c1 | 63.8 | 84.3* | 81.4* | 93.0* | 74.4* | 90.3*
CCOc1ccc(NC(=O)c2cc(C(=O)O)c(C(=O)Nc3ccc(OCC)cc3)cc2C(=O)O)cc1 | -23.4 | 7.5 | -37.3 | -0.4 | -6.5 | -31.2
CCCCCc1ccncc1 | 19.5 | 11.4 | -7.8 | 0.8 | -29.0 | 23.4
CCCCCC(=O)NCCC(=O)c1ccccc1 | -20.5 | 16.1 | 9.2 | 15.1 | -0.5 | -3.6
CCCc1ccccc1NC(=O)NCCCl | -2.5 | -1.8 | 5.6 | -12.9 | -0.5 | -30.6
O=[N+]([O-])c1ccc2c(c1)C(=Nc1ccc(-c3ccc(N=C4c5cc([N+](=O)[O-])ccc5-c5c4cc([N+](=O)[O-])cc5[N+](=O)[O-])cc3)cc1)c1cc([N+](=O)[O-])cc([N+](=O)[O-])c1-2 | 4.5 | 15.2 | 8.4 | 14.1 | -13.9 | -1.5
S=C1SCN(CCc2ccccc2)CN1CCc1ccccc1 | 71.8* | 55.0 | 58.0 | 79.1* | 76.2* | 22.1
O=C1CNC(=O)N1CN1CCOCC1 | -10.1 | 15.6 | 31.4 | -7.5 | -6.1 | 3.6
COc1ccc(/C=N/NC(=O)NCCNCCO)cc1 | -31.8 | -16.6 | -17.2 | -39.5 | -32.8 | -13.7
Cn1c(N)c2c(=O)n(C)c3c(c2c(C#N)c1=O)CCSc1ccccc1-3 | -6.3 | -4.4 | -1.9 | -5.2 | 0.2 | -36.5
S=c1[nH]c2cc(-c3ccccc3)ccc2o1 | 53.1 | 64.2 | 47.8 | 52.0 | 78.0* | 47.1

The list goes on.
SMILES | yeast mec2-1 | rad50 | yeast mlh1 rad18 | yeast bub3 | yeast sgs1 mgt1 | yeast cln2 rad14
COc1ccc2ncccc2c1 | -4.0 | 13.1 | 4.2 | 12.1 | -12.2 | 19.6
COc1cc(C(c2ccc(O)c(OC)c2)c2ccc(O)c(OC)c2)ccc1O | 15.2 | 31.9 | 24.9 | 5.0 | 34.6 | 30.1
CC1SC(c2ccc(Cl)cc2)N2C(=O)C(C)SC(c3ccc(Cl)cc3)N2C1=O (centres undefined) | 27.1 | 71.0* | 60.0 | 26.1 | 30.9 | 52.6
O=Cc1ccccc1C(=O)O | -18.4 | 14.9 | 20.2 | -7.8 | 1.6 | 11.9
CCOC(=O)Nc1ccc(S(=O)(=O)c2ccc(Nc3ccnc4cc(Cl)ccc34)cc2)cc1 | 10.2 | 17.1 | 47.8 | 5.5 | 27.2 | -35.8
Cc1ccnc(N=Cc2ccccc2)c1 | -14.3 | -14.7 | -13.5 | -8.4 | -11.8 | -16.4
O=C(OCc1ccccc1)C(O)c1ccccc1 (centres undefined) | -7.1 | 24.1 | 16.2 | 18.4 | -14.7 | 41.1
CCOC(=O)C1=C(Nc2ccc(F)cc2)C(=O)N(C(C)(C)C)C1 | 1.3 | 8.1 | 21.6 | 31.4 | 27.5 | 6.3
Nc1ccc(S(=O)(=O)N2CCCc3ccccc32)cc1 | 56.9 | 83.7* | 74.4* | 82.0* | 84.0* | 74.2*
CCSC(SCC)C(OC(C)=O)C(OC(C)=O)C(OC(C)=O)C(COC(C)=O)OC(C)=O (centres undefined) | 11.3 | 14.0 | 16.3 | 10.8 | 32.0 | 31.6
CCn1cnc2sc3c(c2c1=O)CCCC3 | -13.2 | -34.1 | -5.4 | 6.8 | -14.4 | -14.1
CC(c1ccccc1)C1CC1 (centres undefined) | 0.6 | 1.4 | 12.2 | 29.8 | -7.0 | 15.7
Nc1nc(=S)[nH]c(C(=O)Nc2nccs2)c1-c1ccccc1 | -19.8 | -27.1 | -12.8 | -18.7 | -29.1 | 9.8
O=C1NC(=S)NNC12c1ccccc1-c1ccccc12 | -23.1 | 43.2 | 27.9 | -9.6 | 35.0 | 22.6
O=c1c(-c2ccccc2)c(SCCO)n(-c2ccccc2)c(=S)n1-c1ccccc1 | -13.7 | -7.5 | -4.8 | -25.6 | -12.2 | -19.1
CCC[CH2][Sn]1([CH2]CCC)[O]C2C(CO)OC(n3c(Br)c(C#N)c4c(N)ncnc43)C2[O]1 (centres undefined) | 98.5* | 98.4* | 98.0* | 97.7* | 98.7* | 98.7*
CCN(CC)S(=O)(=O)c1ccc(N)cc1 | 2.1 | 26.1 | 8.4 | -2.2 | 25.4 | -13.9
CS(C)(NC(N)=O)OS(=O)(=O)O | -8.2 | -12.4 | 17.2 | 1.0 | -2.2 | -16.1
CCOC(=O)C1=C(c2ccccc2)SC(c2ccccc2)N(C(C)C)C1=O (centres undefined) | 88.0* | 90.3* | 88.1* | 87.7* | 94.5* | 83.6*
Cc1cc(O)c(C(C)C)cc1N=O | -7.2 | 22.2 | 6.3 | -15.6 | 18.5 | 16.6
CC(=O)OC1CCCN(Cc2ccccc2)C1 (centres undefined) | -5.6 | -1.9 | 3.9 | -8.2 | -11.5 | -27.2
CCCCCCCNc1ccc(C(=O)OCC)cc1 | 5.3 | -1.5 | -7.5 | 7.3 | -1.9 | 8.2
CC(=O)[CH-]C(=O)c1ccccc1.CC(=O)[CH-]C(=O)c1ccccc1.CC(C)CCCC(C)[C@H]1CCC2[C@@H]3CC=C4C[C@@H]([O-])CC[C@]4(C)C3CC[C@@]21C.CC[O-].[Ti+4] (some centres undefined) | 0.1 | 11.2 | 3.9 | 23.2 | 10.2 | -33.9
NC(=O)CN(CC(N)=O)CC(N)=O | -11.7 | -0.7 | -7.9 | -3.6 | 1.8 | -2.9
O=[N+]([O-])c1ccc(N=C(Nc2ccc([N+](=O)[O-])cc2)c2ccccc2)cc1 | -16.2 | 12.1 | -14.5 | -12.6 | -1.6 | -33.6

(listing goes on)
SMILES | yeast mec2-1 | rad50 | yeast mlh1 rad18 | yeast bub3 | yeast sgs1 mgt1 | yeast cln2 rad14
COCn1c2ccc(OC(C)=O)cc2c2c(=O)oc(C)nc21 | 10.1 | 30.9 | 13.4 | 32.5 | 34.0 | -4.7
COc1cc(C(C)(C)C)cc(CN(C)C)c1O | 3.6 | 21.1 | 25.1 | 6.3 | 12.2 | 4.0
O=[N+]([O-])/C(C(Cl)=C(Cl)Cl)=C(/Nc1ccccc1)SCc1ccccc1 | 26.1 | 12.3 | 50.6 | 43.4 | 18.9 | 14.6
COc1ccc(OC)c2c(Cl)ccnc12 | 15.1 | 17.1 | 24.5 | 11.1 | 15.6 | 20.8
COC1=Nc2ccccc2S(=O)(=O)C=C1 | 98.5* | 98.2* | 98.3* | 98.7* | 99.2* | 95.8*
CCCOc1ccccc1OCCC | -19.8 | 21.8 | -6.6 | -30.9 | -18.7 | -91.0
Cc1ccc(C(=O)CC2=Nc3nnc(CCCCCCCc4nnc5n4C(=O)C(CC(=O)c4ccc(C)cc4)=N5)n3C2=O)cc1 | 22.4 | -9.4 | -11.1 | -5.2 | -0.1 | -22.0
CC(C)CCCCC(C)(C)OC(=O)NC(N)=O | 2.0 | 7.2 | 9.8 | -17.6 | 12.2 | 17.1
C=CC1ON(C)CCc2cc(OC)c(OC)cc21 (centres undefined) | -1.0 | -4.9 | -9.9 | -1.8 | -53.5 | 15.1
O=c1c(-c2c(-c3ccccc3)oc3ccc(Cl)cc3c2=O)c(-c2ccccc2)oc2ccc(Cl)cc12 | 3.9 | 18.9 | 3.8 | 17.3 | 5.3 | 7.2
CCOC(=O)C(CO)NC(=O)C[NH-].CCOC(=O)C(CO)NC(=O)C[NH-].[Cl][Pt+2][Cl] (centres undefined) | -8.6 | -12.5 | 12.2 | -3.5 | -17.4 | -34.4
NC(=O)N/N=C(\c1ccccc1)C1CCC1 | -12.2 | -6.8 | -9.3 | -5.4 | -3.1 | 2.5
COc1cc2ccncc2cc1Oc1c(OC)c(OC)cc2ccncc12 | -19.7 | -6.5 | -12.9 | -26.1 | -24.3 | 3.1
CC(C)/C(Cl)=N/OC(=O)Nc1ccc(OC(F)(F)F)cc1 | 88.3* | 81.0* | 77.1* | 85.5* | 83.5* | 76.2*
C#CCOCC(O)CN (centres undefined) | 3.5 | 11.9 | 1.0 | -30.4 | -11.9 | -21.4
CC1(c2cccc[n+]2Cc2ccc(Cl)c(Cl)c2)OCCO1 | 1.6 | 6.7 | 14.2 | -2.2 | 0.2 | -18.3
CCN(CC)CCOC(=O)C(S)(c1ccccc1)c1ccccc1 | 5.3 | 23.3 | 11.9 | -6.5 | 14.2 | -26.0
CCCCCCC(C)OC(C)=O (centres undefined) | -44.5 | -15.6 | -13.8 | -3.5 | -2.5 | -20.0
O=S(=O)(c1ccccc1)n1c2c(c3ccccc31)Cc1ccccc1-2 | 0.8 | -3.8 | -6.5 | -2.1 | -16.9 | -8.4
Cc1cc(NCCO)nc2c1ccc1ccccc12 | 35.6 | 53.9 | 61.2 | 19.0 | 46.0 | 16.6
Cc1nc(SCC(N)=O)c2sc(=S)n(-c3ccccc3)c2n1 | -14.7 | -0.1 | -7.6 | -7.8 | -42.5 | -3.9
O=C1NCC2(CCN(Cc3ccccc3)CC2)N1c1ccccc1 | 3.0 | 7.6 | 13.7 | -13.1 | 2.4 | 4.8

Among those listed so far, these contain a Cl atom.
SMILES | yeast mec2-1 | rad50 | yeast mlh1 rad18 | yeast bub3 | yeast sgs1 mgt1 | yeast cln2 rad14
O=[N+]([O-])c1ccc(N=C(Cl)C(Cl)(c2ccccc2)c2ccccc2)cc1 | 96.7* | 96.2* | 95.5* | 95.2* | 97.0* | 94.2*
CCCc1ccccc1NC(=O)NCCCl | -2.5 | -1.8 | 5.6 | -12.9 | -0.5 | -30.6
CC1SC(c2ccc(Cl)cc2)N2C(=O)C(C)SC(c3ccc(Cl)cc3)N2C1=O (centres undefined) | 27.1 | 71.0* | 60.0 | 26.1 | 30.9 | 52.6
CCOC(=O)Nc1ccc(S(=O)(=O)c2ccc(Nc3ccnc4cc(Cl)ccc34)cc2)cc1 | 10.2 | 17.1 | 47.8 | 5.5 | 27.2 | -35.8
O=[N+]([O-])/C(C(Cl)=C(Cl)Cl)=C(/Nc1ccccc1)SCc1ccccc1 | 26.1 | 12.3 | 50.6 | 43.4 | 18.9 | 14.6
COc1ccc(OC)c2c(Cl)ccnc12 | 15.1 | 17.1 | 24.5 | 11.1 | 15.6 | 20.8
O=c1c(-c2c(-c3ccccc3)oc3ccc(Cl)cc3c2=O)c(-c2ccccc2)oc2ccc(Cl)cc12 | 3.9 | 18.9 | 3.8 | 17.3 | 5.3 | 7.2
CCOC(=O)C(CO)NC(=O)C[NH-].CCOC(=O)C(CO)NC(=O)C[NH-].[Cl][Pt+2][Cl] (centres undefined) | -8.6 | -12.5 | 12.2 | -3.5 | -17.4 | -34.4
CC(C)/C(Cl)=N/OC(=O)Nc1ccc(OC(F)(F)F)cc1 | 88.3* | 81.0* | 77.1* | 85.5* | 83.5* | 76.2*
CC1(c2cccc[n+]2Cc2ccc(Cl)c(Cl)c2)OCCO1 | 1.6 | 6.7 | 14.2 | -2.2 | 0.2 | -18.3
